# Screening data as filed in PubChem BioAssay.
# SENP1 FRET inh: human SENP1 catalytic domain inhibitors, primary screen, biochemical, FRET, uHTS; recombinant SENP1 catalytic domain, CyPet-SUMO1-YPet FRET cleavage; inhibition, % at 10 µM; actives 0.21% (n = 360,000); Sentrin-specific protease 1 (Homo sapiens), Q9P0U3; AID 624204, 2012;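 active = inhibition at least 30% at 10 µM, raw YFP signal under a set limit, fluorescence ratio 0.5 to 1.5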;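 note: 0% = enzyme with DMSO and 100% = no enzyme wells; some results filed as inactive read as strong as hits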
# Target sequence (Q9P0U3 419-644 limits assumed): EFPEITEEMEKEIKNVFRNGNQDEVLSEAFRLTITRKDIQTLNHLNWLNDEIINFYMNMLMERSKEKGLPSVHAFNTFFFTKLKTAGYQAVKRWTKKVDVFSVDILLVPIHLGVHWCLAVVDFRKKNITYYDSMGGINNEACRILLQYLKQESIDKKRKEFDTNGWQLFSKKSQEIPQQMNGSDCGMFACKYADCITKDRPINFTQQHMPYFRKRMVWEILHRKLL
#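 Test system: hSENP1 catalytic domain, recombinant; Amount: 20 pM final SENP1 enzyme; Medium: Tris pH 8 buffer plus EDTA, NaCl, BME, BSA, NP40, catalase; Schedule: 50 min enzyme reaction, room temperature, light-protected; Technique: FRET fluorescence in CFP and YFP emission channels; Controls: no-enzyme wells low, DMSO-plus-enzyme wells high control.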
# Numbers without * were called inactive.
SMILES,SENP1 FRET inh
O=C1OCC/C1=C\NCCCCCCCCN/C=C1\CCOC1=O,-3
C[C@@H]1CN([C@@H](C)CO)C(=O)c2cc(NC(=O)C3CCCCC3)ccc2O[C@@H](C)CCCCO[C@@H]1CN(C)C(=O)CCCN(C)C,-7
Cn1c(=O)c2[nH]c(CN3CCCCC3)nc2n(C)c1=O,-1
CC(=O)NCCNc1nc2cc(-c3ccc(C)cc3)sc2c(=O)n1C,0
CS(=O)(=O)Cc1nc2ccccc2n1CC(=O)Nc1cccc(S(=O)(=O)N2CCCC2)c1,-7
CC(C)C[C@@H]1COc2cccc(N3CCC[C@H]3CO)c2S(=O)(=O)N1,-1
COc1cccc(-c2cc(NC=O)c3ncc(-c4ccc(F)c(Cl)c4)n3c2)c1,-8
O=C1C(N2CCOCC2)=Cc2cccc3cccc1c23,5
CCN(CC(=O)Nc1ccccc1OC)C(=O)CN1C(=O)NC(C)(c2ccc3ccccc3c2)C1=O (stereo not given),2
O=C(c1ccco1)N1CCN(C2CN(C3CCCCC3)S(=O)(=O)C2)CC1 (stereo not given),1
CC1C(=O)N(Cc2cn(Cc3ccco3)nn2)CCS(=O)(=O)N1Cc1ccc(-c2ccccc2)cc1 (stereo not given),0
COC(=O)C1=C(C)NC(=O)NC1c1ccc(OC)c(OC)c1 (stereo not given),3
OC(c1ccc(F)cc1)c1nc(-c2csc3ccccc23)cs1 (stereo not given),1
COc1ccccc1CNS(=O)(=O)CCNCCc1ccccc1,2
CCOC(=O)C1=CC[C@@H](c2ccccc2)N(S(=O)(=O)c2ccc(C)cc2)[C@H]1c1cccc(OC)c1,2
Cc1ccc(S(=O)(=O)N2C[C@@]3(O)Cn4c(=O)ccc(=O)n4C[C@@]3(OC(=O)NCc3ccccc3F)C2)cc1,-1
Cc1cc(C)cc(N(CC(=O)NC2CCCCC2)C(=O)CCC(=O)Nc2cc(C)ccn2)c1,2
O=C1NC(=O)C2(CCCc3ccc([N+](=O)[O-])cc32)N1 (stereo not given),2
COCCN1C(=O)CCC1(C)c1nnnn1-c1ccc2ccccc2c1 (stereo not given),2
O=C(/C=C/c1ccc(Cl)cc1)Nc1nccs1,1
Oc1ccccc1C1CCCCC1c1ccccc1 (stereo not given),1
O=C(Nc1cccc(-c2cccc(Cl)c2)c1)C1CCN(Cc2nccs2)CC1,1
CC(O)(c1ccc(F)c(F)c1)c1nc(/C=C/c2ccc(C(F)(F)F)cc2)cs1 (stereo not given),1
O=S(=O)(c1ccc(F)cc1F)N1CCN(CCO)CC1,1
CC(CCC(=O)O)C1CCC2C3CCC4CC(O)CCC4(C)C3CC(O)C12C (stereo not given),-2
SMILES,SENP1 FRET inh
CCNC(=O)C1(C)CCCN(Cc2ccc(-c3ccccc3)o2)C1 (stereo not given),-1
CC(=O)Oc1ccc(Cn2c(C)c(C(=O)NCc3ccccc3C(F)(F)F)sc2=O)cc1,-2
COc1ccccc1C(=O)NC(=S)Nc1ccc(N2CCOCC2)cc1,1
O=C1CC(c2ccccc2)NC(=S)N1 (stereo not given),0
COc1ccccc1C=NN=Cc1ccccc1OC,4
CNc1ccc2ncc(-c3cccc(C(=O)N(C)C)c3)n2n1,-1
COc1ccc(NC(=O)N(C)[C@H]2C[C@H]3c4[nH]c5ccccc5c4CCN3C[C@H]2[C@H](C)O)cc1,-47
O=C(C[C@@H]1C[C@H]2c3cc(NC(=O)C4CCC4)ccc3O[C@H]2[C@@H](CO)O1)NCc1ccc(-c2ccccc2)cc1,-2
COc1ccc(C(=O)C[C@@H]2OC[C@H](C)N2S(=O)(=O)c2ccc(C)cc2)cc1OC,1
CCSc1ccc(-c2ccc(C)cc2)nn1,1
COC1OC(COCc2ccccc2)C(N)C(OCc2ccccc2)C1OCc1ccccc1 (stereo not given),0
CCOC(=O)N1CCC(NC(=O)c2cn(-c3ccc(OC)cc3)c(=O)c3ccccc23)CC1,0
CCC(=O)N1CCC1(C)C(=O)Nc1ccc(OC(F)F)cc1 (stereo not given),2
Cc1ccccc1N1CCN(C(=O)c2cccnc2)CC1,1
COc1ccc(NC(=O)C2C(c3ccc4c(c3)OCO4)=Nc3ccccc3N2C(C)=O)cc1 (stereo not given),-2
Cc1cc(C)n(-c2nc3c(c(=O)n(C)c(=O)n3C)n2Cc2cccc(Br)c2)n1,0
c1ccc2ncc(-n3ccnc3)cc2c1,1
CC(=O)N(C)c1ccc(C=C2C=Cc3ccccc32)cc1,1
CC(C)Sc1nc(-c2cccs2)nc2cc(Cl)ccc12,-2
O=S(=O)(CCNCCc1ccccc1)NC1CCCCC1,-1
CCC(C)C(CO)NCCCn1cnc(C(=O)Nc2ccc(C)c(C)c2)n1 (stereo not given),-1
COC(=O)[C@]12CCCCC=C1N(CCc1ccc(OC)c(OC)c1)C(=O)[C@H](CC(=O)NCCCCc1ccccc1)C2,1
Cc1cccc(CN2CCN(C3CN(Cc4ccccc4)S(=O)(=O)C3)CC2)c1 (stereo not given),0
COc1ccc(C(=O)NCCN(C)C)c2nc3ccccc3cc12,-45
CC(C)C1C(=O)N(Cc2cn(CC3CCCCC3)nn2)CCS(=O)(=O)N1Cc1ccc(-c2ccncc2)cc1 (stereo not given),0
SMILES,SENP1 FRET inh
CC1(C(=O)NS(=O)(=O)C2CC2)CCCN(C(=O)c2ccc3ccccc3c2)C1 (stereo not given),3
Cc1nc([N+](=O)[O-])c(Br)n1CC(=O)c1ccc(F)cc1,2
O=c1[nH]c2ccccc2c2ccc(Cl)cc12,-8
Cc1ccc(CN2C(=O)CCC2C(=O)NCCCN2CCC(C)CC2)cc1 (stereo not given),-1
COc1ccc(NC(=S)N2CCC(C(=O)c3ccc(F)cc3)CC2)cc1,2
COc1ccc(F)cc1-c1cc(NC=O)c2ncc(-c3cc(OC)c(OC)c(OC)c3)n2c1,-2
CCOC(=O)C1=CCN(S(=O)(=O)c2ccccc2C)C1c1ccc(Cl)cc1 (stereo not given),3
COC(=O)[C@@]12C[C@@H](CC(=O)N3CCCC3)C(=O)N(Cc3ccco3)C1=CCC(C)(C)C2,3
O=C(CSc1ccccc1F)NC(=O)NC1CCCC1,1
C[C@H](CO)N1C[C@H](C)[C@@H](CN(C)Cc2ccc(C(=O)O)cc2)Oc2ncc(-c3ccc(C(=O)N(C)C)cc3)cc2C1=O,3
CC(C)[C@@H]1Cc2[nH][nH]c(=O)c2[C@H](C)O1,-1
CCCCCNC(=O)C(c1cc2ccccc2o1)n1c(=O)c(-c2cc3ccccc3[nH]2)nc2ccccc21 (stereo not given),-19
CC(=O)OCC(=O)C1(O)CCC2C3CC(F)C4=CC(=O)CCC4(C)C3C(O)CC21C (stereo not given),0
C=CCOC(=O)N1CCC2CC1c1cc(-c3ccc(OC)cc3)ccc12 (stereo not given),3
CC(C)n1nnnc1C1c2ccccc2C(=O)N1Cc1cccnc1 (stereo not given),0
COc1ccc(C(=O)C[C@@H]2OC[C@H](C(C)C)N2S(=O)(=O)c2ccc(C)cc2)cc1OC,2
COc1cccc(-c2cnc(C(O)c3ccc(Cl)cc3)[nH]2)c1 (stereo not given),1
O=C(Nc1ccc(F)cc1)C(c1ccccc1)N1CCN(c2ccncc2)CC1 (stereo not given),-1
CSc1ncnc2c1ncn2CCCNCC(c1ccccc1)c1ccccc1,1
COc1ccc(NC(=O)c2cc(-c3cc(Cl)ccc3C)n[nH]2)cc1OC,0
COc1ccc(NC(=O)C[C@H]2C(=O)N(c3ccc(Br)cc3)C[C@@H]2C)cc1,0
Cn1ccc2c(-c3cccc4ccccc34)cc3c(c21)C1CCC3O1 (stereo not given),1
C[C@@H]1CN([C@@H](C)CO)C(=O)CCCn2nncc2CO[C@@H]1CN(C)C(=O)Nc1ccccc1F,3
COc1ccc(OCCN2CCC(C(=O)NC(c3ccsc3)c3ccccc3C)CC2)cc1 (stereo not given),4
CCCS(=O)(=O)NC(=O)C1(C)CCCN(C(=O)c2cccc(OC(F)(F)F)c2)C1 (stereo not given),1
SMILES,SENP1 FRET inh
C[C@@H]1CN([C@H](C)CO)C(=O)CCCn2nncc2CO[C@@H]1CN(C)S(=O)(=O)c1ccc(F)cc1,-1
CCCCCN(C(=O)CCC(=O)OCC(=O)N1CCCCC1CC)c1c(N)n(CCCC)c(=O)[nH]c1=O (stereo not given),5
C[C@H](O)[C@@H]1C(=O)N2CCc3ccc(N4CCOCC4)cc3[C@@H]2C[C@@H]1N(C)C(=O)Nc1ccccc1,-2
COc1ccc(-c2cc3nc(-c4ccccc4)cc(N4CCN(C(=O)c5ccsc5)CC4)n3n2)cc1,-5
COc1cc(Cc2cc(OC)c(O)c(OC)c2)cc(OC)c1O,1
COc1ccc(-c2ccc(CN3C(C(C)C)C(=O)N(Cc4cn(CC5CCCCC5)nn4)CCS3(=O)=O)cc2)cn1 (stereo not given),1
Cc1ccc(S(=O)(=O)/N=C2\C=C(NS(=O)(=O)c3ccccc3)C(=O)c3ccccc32)cc1,5
C[C@@H]1CN([C@@H](C)CO)C(=O)c2c(c3ccccc3n2C)-c2ccccc2CO[C@H]1CN(C)C(=O)[C@H](C)c1ccccc1,2
CCOC(=O)N(C)c1c(CC)nc2c(OCc3ccc(Cl)cc3Cl)cccn12,-1
COc1ccc(NC(=O)CCCNC(=O)c2ccc(Cl)cc2)cc1S(=O)(=O)N1CCOCC1,1
Cn1c2c(c3ccccc31)CCN(CCCCN1CCN(c3ccccc3)CC1)C2=O,1
CCOc1ccc(CCN2C(=S)N([C@@H](CC(C)C)CN3CCC[C@@H]3CN3C(=S)NC[C@@H]3Cc3ccccc3)C[C@@H]2Cc2ccc(O)cc2)cc1,2
O=C(NNC(=O)c1ccc(Br)o1)c1ccc(NS(=O)(=O)c2cccs2)cc1,2
C=CS(=O)(=O)c1sc(Cl)c(N2CCOCC2)c1[N+](=O)[O-],0
Cc1ccc([C@H]2C[C@@H](n3cc(-c4ccc(F)cc4)nn3)[C@H](O)CN2Cc2cccs2)cc1,-1
COc1ccc(-c2coc3cc(OC)ccc3c2=O)cc1,3
COc1ccc(-c2ccc(CN3C(C)C(=O)N(Cc4cn(Cc5ccco5)nn4)CCS3(=O)=O)cc2)cc1 (stereo not given),-2
O=C(Nc1ccccc1)c1cc(C2CCCCN2S(=O)(=O)c2ccc(F)cc2F)on1 (stereo not given),-1
CC(C)OC(=O)N(C)C[C@@H]1OCc2cn(nn2)CCCC(=O)N([C@@H](C)CO)C[C@H]1C,0
Cc1cc(C)c(NC(=O)/C(=C/c2ccccc2)c2ccccc2)c(C)c1,0
C#CCOCCOCCOCCNc1nc(N2CCN(C(=O)Cn3cc(CCO)nn3)CC2)nc(N2CCN(C(=O)[C@H](Cc3ccc(O)cc3)n3cc(CCO)nn3)CC2)n1,2
COCCCN(C(=O)CSc1nc2ccccc2c(=O)n1C)c1c(N)n(Cc2ccccc2)c(=O)[nH]c1=O,-5
CCN(C(=O)COC(=O)c1cc2c(s1)CCC(C)C2)c1c(N)n(Cc2ccccc2)c(=O)[nH]c1=O (stereo not given),-11
Cc1ccc(OCc2nnn(CC(=O)NS(=O)(=O)c3c(C)noc3C)c2-c2ccccc2)cc1,2
NC(=O)C1CCN(C(=O)c2ccc(Cl)c(NC(=O)c3cccs3)c2)CC1,0
SMILES,SENP1 FRET inh
Cc1cc(C)c(SSc2nnnn2-c2ccccc2)c(C)c1,0
CCCS(=O)(=O)NC(=O)C1(C)CCCN(C(=O)c2ccccc2F)C1 (stereo not given),2
CC(C)C[C@@H](CNCC(=O)[C@H](CC(C)C)NC(=O)c1[nH]cnc1C(=O)N[C@@H](C)CN)NC(=O)c1nc[nH]c1C(=O)N[C@@H](CC(=O)O)C(=O)O,0
COc1ccc(NC(=O)C[C@H]2C(=O)N(CCc3ccccc3)C[C@@H]2Cc2ccccc2)cc1,2
COc1ccc([C@H]2C(C#N)=C([S-])N[C@](C)(O)[C@@H]2[n+]2ccccc2)cc1,-33
CCCC(=O)N1CCCC1(C)C(=O)Nc1cc(C)ccc1C (stereo not given),0

# Part of the list above in another layout:
Molecule | SENP1 FRET inh
Cc1ccc([C@H]2C[C@@H](n3cc(-c4ccc(F)cc4)nn3)[C@H](O)CN2Cc2cccs2)cc1 | -1
COc1ccc(-c2coc3cc(OC)ccc3c2=O)cc1 | 3
COc1ccc(-c2ccc(CN3C(C)C(=O)N(Cc4cn(Cc5ccco5)nn4)CCS3(=O)=O)cc2)cc1 (stereo not given) | -2
O=C(Nc1ccccc1)c1cc(C2CCCCN2S(=O)(=O)c2ccc(F)cc2F)on1 (stereo not given) | -1
CC(C)OC(=O)N(C)C[C@@H]1OCc2cn(nn2)CCCC(=O)N([C@@H](C)CO)C[C@H]1C | 0
Cc1cc(C)c(NC(=O)/C(=C/c2ccccc2)c2ccccc2)c(C)c1 | 0
C#CCOCCOCCOCCNc1nc(N2CCN(C(=O)Cn3cc(CCO)nn3)CC2)nc(N2CCN(C(=O)[C@H](Cc3ccc(O)cc3)n3cc(CCO)nn3)CC2)n1 | 2
COCCCN(C(=O)CSc1nc2ccccc2c(=O)n1C)c1c(N)n(Cc2ccccc2)c(=O)[nH]c1=O | -5
CCN(C(=O)COC(=O)c1cc2c(s1)CCC(C)C2)c1c(N)n(Cc2ccccc2)c(=O)[nH]c1=O (stereo not given) | -11
Cc1ccc(OCc2nnn(CC(=O)NS(=O)(=O)c3c(C)noc3C)c2-c2ccccc2)cc1 | 2
NC(=O)C1CCN(C(=O)c2ccc(Cl)c(NC(=O)c3cccs3)c2)CC1 | 0
Cc1cc(C)c(SSc2nnnn2-c2ccccc2)c(C)c1 | 0
CCCS(=O)(=O)NC(=O)C1(C)CCCN(C(=O)c2ccccc2F)C1 (stereo not given) | 2
CC(C)C[C@@H](CNCC(=O)[C@H](CC(C)C)NC(=O)c1[nH]cnc1C(=O)N[C@@H](C)CN)NC(=O)c1nc[nH]c1C(=O)N[C@@H](CC(=O)O)C(=O)O | 0

# Only part of the results is shown (hit frequency here may not be typical).
